Tau fibril FP: qHTS for Inhibitors of Tau Fibril Formation, Fluorescence Polarization; Potency, µM (top dose mostly 57.7 µM), for the others: at the highest dose activity, negative = inhibition, actives largely listed as inhibitors; Microtubule-associated protein tau (Homo sapiens), P10636; K18 P301L tau heparin fibrillization, Alexa594 FP, 6 h; hit rate 0.39% among 280,000; note: nearly all actives have a fitted effect of over 55% in size
Target sequence (P10636 561-689 P618L limits assumed): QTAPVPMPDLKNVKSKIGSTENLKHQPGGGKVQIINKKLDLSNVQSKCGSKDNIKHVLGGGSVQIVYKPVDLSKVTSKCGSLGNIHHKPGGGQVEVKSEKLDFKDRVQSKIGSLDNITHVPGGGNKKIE
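Recombinant K18 P301L […], labeled with Alexa 594 at 0.24 uM over 15 uM unlabeled; heparin inducer 20 uM final; 37 C, 6 hr; FP endpoint.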
RGS12 GoLoco inh: qHTS Assay for Inhibitors of RGS12 GoLoco Motif Activity (Red Fluorophore); Guanine nucleotide-binding protein G(i) subunit alpha-1 (Homo sapiens), P63096; Gai1:RGS12 GoLoco peptide FP, rhodamine, 10 min; Potency, µM (titrated, usually from 61.6 µM), for the others: at the highest dose activity, negative = inhibition, usual class: inhibitors; hit rate 0.44% among 230,000; AID 880, 2007; active = well fitted inhibition curve with a large enough effect, not every such curve was filed as active; inactive = no such curve, though single readings can be large or run the other way; note: nearly all actives have a fitted effect of over 30% in size; many of its hits are not listed in these tables
Target sequence (P63096 whole entry, looked up): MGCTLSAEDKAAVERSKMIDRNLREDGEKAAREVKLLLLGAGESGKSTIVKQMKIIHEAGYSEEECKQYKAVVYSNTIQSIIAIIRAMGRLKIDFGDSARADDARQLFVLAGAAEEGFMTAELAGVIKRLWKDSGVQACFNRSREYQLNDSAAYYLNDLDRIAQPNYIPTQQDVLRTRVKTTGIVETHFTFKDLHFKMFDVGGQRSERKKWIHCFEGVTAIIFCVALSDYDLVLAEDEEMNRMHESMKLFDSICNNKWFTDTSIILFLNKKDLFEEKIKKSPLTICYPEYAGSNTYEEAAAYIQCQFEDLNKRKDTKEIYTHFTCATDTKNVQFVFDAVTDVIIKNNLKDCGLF
Tau fibril ThT: qHTS for Inhibitors of Tau Fibril Formation, Thioflavin T Binding. recombinant tau K18 P301L (four-repeat tau fragment), heparin-induced fibrillization, ThT fluorescence. Potency, µM (highest dose often 57.4 µM), without a hit: at the top dose activity, negative = inhibition, usual class: inhibitors. hit rate 2.1% among 270,000. AID 1460, 2008; note: nearly all actives have a fitted effect of over 55% in size
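Aggregation was driven by heparin (20 uM final) acting on recombinant tau […] bearing P301L in 100 mM sodium acetate pH 7; fibrils were detected with Thioflavin T.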
TRb-SRC2 inh: qHTS for Inhibitors of the Interaction of Thyroid Hormone Receptor and Steroid Receptor Coregulator 2. TRbeta-SRC2 peptide binding, fluorescence polarization; receptor liganded with 1 µM T3. Potency, µM (titrated, usually from 106 µM), for inactives: at the top dose activity change, negative = inhibition, actives largely listed as inhibitors. hit rate 0.065% among 280,000. AID 1469, 2008;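 note: plate controls were bound peptide for no effect and peptide without receptor for full effect; nearly all actives have a fitted effect of over 50% in size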
Target sequence (P10828 whole entry, looked up): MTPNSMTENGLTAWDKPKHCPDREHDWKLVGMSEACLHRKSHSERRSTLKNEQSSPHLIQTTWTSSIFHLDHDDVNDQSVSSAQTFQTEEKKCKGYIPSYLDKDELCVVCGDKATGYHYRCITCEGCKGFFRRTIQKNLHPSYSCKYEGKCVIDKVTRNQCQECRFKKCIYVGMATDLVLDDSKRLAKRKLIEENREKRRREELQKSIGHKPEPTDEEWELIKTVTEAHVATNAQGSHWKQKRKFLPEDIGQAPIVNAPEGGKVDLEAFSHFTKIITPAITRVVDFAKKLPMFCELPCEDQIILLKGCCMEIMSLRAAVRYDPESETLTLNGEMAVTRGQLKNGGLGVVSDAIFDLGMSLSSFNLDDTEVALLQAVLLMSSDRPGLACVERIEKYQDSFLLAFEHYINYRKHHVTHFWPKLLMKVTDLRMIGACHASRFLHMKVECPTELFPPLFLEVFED
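Compounds were added to 0.6 uM TRb ligand-binding domain and 20 nM Texas Red-labeled SRC2 peptide in Tris buffer containing 1 uM T3, incubated 5 hr at ambient temperature, then read by fluorescence polarization.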
TR SRC2 fluor cs: Total Fluorescence Counterscreen for Inhibitors of the Interaction of Thyroid Hormone Receptor and Steroid Receptor Coregulator 2 | TRb/SRC2 Texas Red total fluorescence interference | Potency, µM (top dose mostly 106 µM), without a hit: top-dose fluorescence change, negative = quenching | hit rate 0.29% among 280,000; active = well fitted curve in either direction with a large enough effect; inconclusive = small, poorly fitted or top-dose-only effect
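Human TRb ligand-binding domain at 0.6 uM with 20 nM Texas Red SRC2 peptide in Tris buffer containing 1 uM T3 and 5% DMSO, incubated with compound 5 h at ambient temperature. Total fluorescence (555/632 nm) calculated as parallel + 2 × perpendicular.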
KDM4E inh: qHTS Assay for Inhibitors of Human Jumonji Domain Containing 2E (JMJD2E) | Potency, µM (series often up to 57.1 µM), for inactives: at the top dose activity change, negative = inhibition, usual class: inhibitors | JMJD2E catalytic domain, FDH-coupled NADH fluorescence (FDH is formaldehyde dehydrogenase) | hit rate 1.6% among 230,000 | Lysine-specific demethylase 4E (Homo sapiens), B2RXH2; active = well fitted inhibition curve with a large enough effect, not every such curve was filed as active; inconclusive = small, poorly fitted or top-dose-only effect, or another doubt; inactive = no such curve, though single readings can be large or run the other way;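 note: 0% = wells with enzyme and -100% = buffer wells without enzyme; nearly all actives have a fitted effect of over 50% in size; many of its hits are not listed in these tables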
RECQ1 inh: qHTS Assay for Inhibitors of RecQ-Like Dna Helicase 1 (RECQ1). RECQ1 DNA unwinding, red fluorescence kinetic read. Potency, µM (highest dose often 57.3 µM), for the others: at the highest dose activity, negative = inhibition, usual class: inhibitors. hit rate 0.54% among 240,000. AID 2549, 2010. ATP-dependent DNA helicase Q1 (Homo sapiens), P46063;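 note: plate controls were vehicle for no effect and no enzyme for full effect; nearly all actives have a fitted effect of over 30% in size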
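RECQ1T1 50 nM; forked duplex (20 bp + 30-nt ss tails) 200 nM, ATP 2 mM final; pH 8.0, 2 mM MgCl2, 2.5 ug/ml poly(dI-dC); 15 min compound preincubation; discontinuous kinetic read over 2 h at RT.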
L3MBTL1 inh: qHTS Assay for the Inhibitors of L3MBTL1; Lethal(3)malignant brain tumor-like protein 1 (Homo sapiens), Q9Y468; AlphaScreen L3MBTL1–H3K9me1 peptide binding; Potency, µM (doses to about 57.1 µM), without a hit: at the top dose activity, negative = inhibition, hits mostly inhibitors; hit rate 0.66% among 230,000; note: nearly all actives have a fitted effect of over 60% in size
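L3MBTL1 (50 nM) pre-complexed 30 min with biotinylated H3(1-15)K9me1 peptide (75 nM), then compounds added for 30 min at room temperature; AlphaScreen streptavidin donor/nickel chelate acceptor beads (10 ug/mL final) read after 30 min dark incubation.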
Numbers without * were called inactive; i = inactive; ? = inconclusive; / = not tested or not shown; & = joins results of further samples; [ ] = dose if it differs, or a comment. Unless noted, calls come from the whole dose curve; as a rule, active = well fitted curve in the direction sought with a large enough effect; inconclusive = small, poorly fitted or top-dose-only effect, or another doubt; inactive = no such curve, though single readings can be large; an effect the other way counts as inactive or inconclusive. Unless noted, % is set by controls: 0 for no effect and ±100 for the full control effect; potency is the fitted concentration of half-maximal effect. This is a subset; the hit share may differ from the screen's.

cpd | Compound | RGS12 GoLoco inh | TRb-SRC2 inh | TR SRC2 fluor cs | Tau fibril FP | KDM4E inh | RECQ1 inh | Tau fibril ThT | L3MBTL1 inh
1 | O=C(c1ccc(F)cc1F)N1CCC(c2nc(-c3ccc(S(=O)(=O)N4CCCC4)cc3)no2)CC1 | / | -3% | 1% | 0% | / | / | -7% | /
2 | CC(C)(C)c1ccc(O)c(N=Cc2cc(Br)ccc2O)c1 | 50%[activator] | -1% | -4% | -5% | 28µM* | 15% | ? | -17%
3 | CN(C)c1ccc(CNC(=O)Cc2ccc(NC(=O)N3CCCCc4ccccc43)cc2)cc1 | / | -6% | 0% | 5% | / | / | -17% | /
4 | CC1(C)CC(=O)C(CC2=C(O)CC(C)(C)CC2=O)=C(O)C1 | -32% | -4% | -5% | 40µM* | -5% | -3% | 16µM* | 1%
5 | CCOC(=O)N1CCN(C(=O)c2ccc(CN(c3ccccc3)S(C)(=O)=O)cc2)CC1 | 3% | 3% | -1% | 5% | 2% | 1% | -2% | 15%
6 | Cn1c(C(C)(O)C(O)c2ccccc2)nc2ccccc21 (stereo unspecified) | 7% | -11% | -1% | 1% | 2% | 0% | -6% | -3%
7 | CC1=C(C(=O)Nc2cccnc2)C(c2ccc(C)cc2)n2nc(SCc3ccccc3F)nc2N1 (stereo unspecified) | / | 4% | -2% | ? | / | / | -12% | /
8 | C[C@@H](C(=O)O)c1ccc(C(=O)c2ccccc2)s1 | 8%[21.6 µM] | -5%[53 µM] | -3%[53 µM] | / | -2%[25.5 µM] | -12%[25.9 µM] | / | /
9 | CCCC(=O)NC(=S)Nc1cccc(C(C)=O)c1 | -9% | -7% | -2% | 1% | 1% | -2% | -3% | -2%
10 | Cc1cc(C(=O)CSc2nnnn2C)c(C)n1-c1ccc2c(c1)OCCO2 | 21% | -14% | -1% | 3% | -5% | i | -13% | /
11 | COc1c(/C=N/NS(=O)(=O)c2ccc(C)cc2)c(CCN(C)C(C)=O)cc2c1OCO2 | 8% | -2% | -1% | -7% | 2% | -11% | -14% | -1%
12 | Cc1cccn2c(=O)c(/C=N/O)c(Nc3ccccc3F)nc12 | 4% | -6% | -1% | 7% | 1% | -2% | / | /
13 | CCOC(=O)N1CCN(c2c(-c3ccc(C)c(C)c3)c(=O)c2=O)CC1 | 3% | -4% | -4% | 4% | -3% | i | 0% | 17%
14 | CCOC(=O)C(C#N)C(c1cccnc1)c1c(C)[nH][nH]c1=O (stereo unspecified) | 1% | 4% | 1% | -8% | 5% | -3% | -8% | -1%
15 | Cc1ccc(-n2c(=O)c3cc4c(=O)n(-c5ccc(C)c(C)c5)c(=O)c4c(C(=O)c4ccc(C(=O)O)cc4)c3c2=O)cc1C | 5% | 2% | -5% | 9% | -3% | -11% | / | /
16 | CCN(CC)c1ccc(NC(=O)c2cc(CN3CCCC3)on2)c(C)c1 | / | -6% | 2% | 4% | / | / | -16% | /

Part of the list above in order of molecular weight, ascending:
cpd | Compound | RGS12 GoLoco inh | TRb-SRC2 inh | TR SRC2 fluor cs | Tau fibril FP | KDM4E inh | RECQ1 inh | Tau fibril ThT | L3MBTL1 inh
9 | CCCC(=O)NC(=S)Nc1cccc(C(C)=O)c1 | -9% | -7% | -2% | 1% | 1% | -2% | -3% | -2%
12 | Cc1cccn2c(=O)c(/C=N/O)c(Nc3ccccc3F)nc12 | 4% | -6% | -1% | 7% | 1% | -2% | / | /
16 | CCN(CC)c1ccc(NC(=O)c2cc(CN3CCCC3)on2)c(C)c1 | / | -6% | 2% | 4% | / | / | -16% | /
10 | Cc1cc(C(=O)CSc2nnnn2C)c(C)n1-c1ccc2c(c1)OCCO2 | 21% | -14% | -1% | 3% | -5% | i | -13% | /
11 | COc1c(/C=N/NS(=O)(=O)c2ccc(C)cc2)c(CCN(C)C(C)=O)cc2c1OCO2 | 8% | -2% | -1% | -7% | 2% | -11% | -14% | -1%
7 | CC1=C(C(=O)Nc2cccnc2)C(c2ccc(C)cc2)n2nc(SCc3ccccc3F)nc2N1 (stereo unspecified) | / | 4% | -2% | ? | / | / | -12% | /
15 | Cc1ccc(-n2c(=O)c3cc4c(=O)n(-c5ccc(C)c(C)c5)c(=O)c4c(C(=O)c4ccc(C(=O)O)cc4)c3c2=O)cc1C | 5% | 2% | -5% | 9% | -3% | -11% | / | /

Random excerpt: two compounds from above
cpd | Compound | RGS12 GoLoco inh | TRb-SRC2 inh | TR SRC2 fluor cs | Tau fibril FP | KDM4E inh | RECQ1 inh | Tau fibril ThT | L3MBTL1 inh
11 | COc1c(/C=N/NS(=O)(=O)c2ccc(C)cc2)c(CCN(C)C(C)=O)cc2c1OCO2 | 8% | -2% | -1% | -7% | 2% | -11% | -14% | -1%
9 | CCCC(=O)NC(=S)Nc1cccc(C(C)=O)c1 | -9% | -7% | -2% | 1% | 1% | -2% | -3% | -2%

(next part)
cpd | Compound | RGS12 GoLoco inh | TRb-SRC2 inh | TR SRC2 fluor cs | Tau fibril FP | KDM4E inh | RECQ1 inh | Tau fibril ThT | L3MBTL1 inh
17 | CC(=O)c1ccc(N2CCN(C(=O)c3cc4c(s3)-c3ccccc3OC4)CC2)cc1 | / | 3% | -1% | -1% | / | / | ? | /
18 | O=c1c2ccccc2nnn1CSc1ccc2ccccc2n1 | -3% | -9% | 1% | -5% | 10% | -4% | 1% | 47%[activator]
19 | O=C(CC1NC(=S)NC1=O)c1ccc(Cl)cc1 (stereo unspecified) | -11% | -2% | 1% | -4%[0.0958 µM] | ? | -9% | / | /
20 | C=CCC(COCc1ccccc1)NS(=O)(=O)c1ccccc1Br (stereo unspecified) | 7% | -2%&5% | -1%&-1% | -1% | 0% | -4% | -5% | /
21 | CCc1cc(=O)oc2c(C)c(O)c(CN3CCCCC3)cc12 | / | 6% | 2% | 15% | ? | i | -1% | 3%
22 | COc1ccc2nc(SCC(=O)N(C)C3CCCCC3)c(C#N)cc2c1 | 4% | -3% | -3% | 0% | ? | i | ? | 9%
23 | CCCC(=O)Nc1cc(OCC)c(NC(=O)NC2CCCCC2)cc1OCC | 9% | -2% | 2% | -1% | 12% | 4% | 4% | -2%
24 | Cc1cc(C(F)F)nn1CC(=O)NCc1ccco1 | -9% | 1% | 0% | ? | ? | -2% | ? | -2%
25 | Cc1cc2nn(-c3ccc(F)cc3)nc2cc1NC(=O)c1cccc2c(Cl)cccc12 | / | -5% | ? | -2% | / | / | 0% | /
26 | COc1cc(C(=O)C(=O)c2cc(OC)c(O)c(OC)c2)cc(OC)c1O | 6% | -1% | 1% | -6% | -2% | -3% | -18% | -15%
27 | O=C1OC2(c3ccccc3)C3CCCC2C13 | 4% | 3% | -6% | 0% | -10% | -1% | -6% | -1%[11.4 µM]
28 | COc1cc(-c2nc3ccccc3s2)ccc1O | 3% | 1% | 1% | 7% | ? | -1% | ? | /
29 | c1ccc(C(c2nnnn2Cc2ccco2)N2CCN(C3CCCC3)CC2)cc1 (stereo unspecified) | -10% | -20% | 1% | 2% | -4% | i | -5% | /
30 | Cn1nccc1C(=O)Nc1ccn(C23CC4CC(CC(C4)C2)C3)n1 | 14% | 1% | 0% | 5% | 5% | i | -4% | -1%
31 | O=C1c2ccccc2C(=O)N1CCc1csc(-c2ccc(F)cc2)n1 | -21% | 1% | -3% | 2% | 12% | -1% | -17% | 34%[activator]
32 | Cc1ccc2c(c1)C(=O)OC(C(=O)Nc1ncc(Cc3ccccc3Cl)s1)C2 (stereo unspecified) | / | 3% | -20% | 0% | / | / | 5% | /
33 | CCCCn1c(SCC(=O)NC2CC(C)(C)NC(C)(C)C2)nc2cc(S(N)(=O)=O)ccc21 | 1% | 0% | -2% | 1% | 11% | -1% | 0% | 0%
34 | O=C(NCC(F)(F)F)Nc1cccnc1 | 5% | -1% | 0% | -2% | 1% | 0% | 2% | ?
35 | Cc1ccc2oc3c(c(=O)c2c1)C1(C(=O)N(C)c2ccccc21)N(CCCO)C3=O (stereo unspecified) | / | 7% | -20% | -7% | / | / | -6% | /
36 | Cc1ccc(NC(=O)c2ccc3snnc3c2)cc1Cl | / | -2% | -1% | ? | / | / | 2% | /
37 | CCOc1ccc(NC(=O)c2ccc(NC(=O)CCS(=O)(=O)c3cccs3)cc2)cc1 | / | -6% | -32% | ? | / | / | -12% | /
38 | Clc1ccc(-n2ncc3c(NC4CCCC4)ncnc32)cc1 | / | 6% | 0% | -5% | / | / | 4% | /
39 | CCOc1ccc(N(CC(=O)N2CCc3ccccc32)S(=O)(=O)c2c(C)noc2C)cc1 | -3% | -3% | 1% | -8% | 2% | 0% | -4% | 6%
40 | COc1ccc(N(CC(=O)NCc2ccco2)S(C)(=O)=O)cc1OC | 7% | 0% | 1% | 7% | 5% | -11% | -3% | /
41 | CSCCC(NC(N)=O)C(=O)Nc1ccc2ccccc2c1 (stereo unspecified) | 4% | -2% | 4% | 0% | 0% | -2% | 2% | -14%
42 | Cc1ccccc1NC(=O)CSc1nc2ccc(NC(=O)c3ccco3)cc2s1 | / | -6% | ? | ? | / | / | -5% | /
43 | CCSc1ccccc1C(=O)Nc1cccnc1 | 1% | -9% | -3% | 1% | 5% | -7% | -2% | -1%
44 | CCCCn1c(=O)n(C)c(=O)c2c3c(sc21)COC(C)(C)C3 | 6% | 2% | 1% | 4% | ? | -3% | -1% | 6%
45 | CCCc1cc(=O)oc2cc(C)c3c(-c4cccc(OC)c4)coc3c12 | / | -5% | 6% | -1% | / | / | ? | /
46 | Nc1nonc1C(=O)N/N=C/c1ccncc1 | 2% | -2% | -1% | 8% | 2% | -4% | 3% | /
47 | CCOC(=O)c1cn2nc(Oc3ccccc3)ccc2n1 | 5% | -4% | -1% | -2% | ? | 4% | -10% | -4%
48 | COc1ccc(/C=C/C(=O)NC(=S)N2CCN(C)CC2)cc1 | 7% | -4% | 1% | 3% | -4% | -17% | -7% | -7%
